Compound activity as filed in PubChem.
D1 agonist = human D1 receptor agonism; AID 504660; HEK293 T-REx D1 cells, calcium flux, agonist mode; 360,000 tested, 1% active; activation, % at 2 µM; in the data active = activation above about 30%; also: 0% is about no effect
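Tetracycline-induced HEK293 TREx D1 cells, force-coupled to calcium signalling, were dye-loaded with a no-wash calcium kit. Compound was pin-added after a 10 s baseline. Fluorescence was read kinetically at 1 cycle/s for 180 s, with calcium rises flagged as agonism.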
TRHR PAM = allosterically enhances the human TRH receptor; P34981; TRHR cells, fluo-8 calcium fluorescence, EC20 TRH enhancement; enhancement, % at 2 µM; 360,000 tested, 0.66% active; AID 493056; in the data active = enhancement above about 30%; also: 0% is about no effect
Target sequence (P34981 whole entry, looked up): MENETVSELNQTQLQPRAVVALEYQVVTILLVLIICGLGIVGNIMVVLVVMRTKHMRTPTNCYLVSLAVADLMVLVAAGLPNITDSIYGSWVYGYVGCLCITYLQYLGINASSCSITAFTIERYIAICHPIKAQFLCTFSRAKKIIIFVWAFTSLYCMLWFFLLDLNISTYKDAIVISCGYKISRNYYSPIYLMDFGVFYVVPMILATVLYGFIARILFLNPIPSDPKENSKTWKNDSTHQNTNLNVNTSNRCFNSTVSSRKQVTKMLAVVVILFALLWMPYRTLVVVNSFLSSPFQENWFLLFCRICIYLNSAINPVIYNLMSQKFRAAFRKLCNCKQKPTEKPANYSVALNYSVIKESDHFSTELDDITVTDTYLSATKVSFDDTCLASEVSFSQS
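Enhancer read-out: after compound pinning and an initial kinetic agonist-mode read, an EC20 of TRH (10 nM final) was injected and fluo-8 calcium signal (Ex 480/Em 530) followed at 1 s/cycle for 100 cycles in TRHR-expressing cells.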
D1 antagonist = human D1 dopamine receptor antagonism. AID 504652. HEK293 TREx D1 cells, calcium flux, dopamine EC80; hits give low values. activity change, negative = inhibition, % at 10 µM. P21728. 360,000 tested, 3.2% active; in the data active = activity change below about -30%; also: % is scaled to controls: 0 for no effect and ±100 for the full control effect
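Kinetic fluorescence of a calcium dye serves as the read-out. D1-expressing Hek293 Trex cells, induced overnight at 30 C, are exposed to compound for 180 s before an EC80 dopamine addition, then read 180 s further.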
RXFP1 agonist = agonists of human relaxin receptor RXFP1. Q9HBX9. HEK293T-RXFP1 cAMP TR-FRET, 30 min; response scale: percent of porcine relaxin response, buffer zero. Potency, µM (doses to about 57.5 µM), without a hit: at the highest dose activation, actives largely listed as activators. 370,000 tested, 0.3% active. AID 2676; active = well fitted activation curve with a large enough effect; inconclusive = small, poorly fitted or top-dose-only effect; also: potency is read from the fitted curve at half-maximal effect; % is scaled to controls: 0 for no effect and ±100 for the full control effect; nearly all actives have a fitted effect of over 60% in size; many of its hits are not listed in these tables
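HEK293T cells stably expressing RXFP1 were pretreated with the PDE4 inhibitor Ro 20174, exposed to compounds for 30 min at 37C, lysed, and cAMP was read by TR-FRET. Data normalized to buffer (basal) and 29 nM porcine relaxin (100%).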
D2 antag = D2 dopamine receptor (human) antagonism. inhibition, % at 10 µM. HEK293 TREx D2 cells, calcium flux, dopamine EC80. 340,000 tested, 2% active. P14416. AID 485344; in the data active = inhibition above about 30%; also: 0% is about no effect
Target sequence (P14416 whole entry, looked up): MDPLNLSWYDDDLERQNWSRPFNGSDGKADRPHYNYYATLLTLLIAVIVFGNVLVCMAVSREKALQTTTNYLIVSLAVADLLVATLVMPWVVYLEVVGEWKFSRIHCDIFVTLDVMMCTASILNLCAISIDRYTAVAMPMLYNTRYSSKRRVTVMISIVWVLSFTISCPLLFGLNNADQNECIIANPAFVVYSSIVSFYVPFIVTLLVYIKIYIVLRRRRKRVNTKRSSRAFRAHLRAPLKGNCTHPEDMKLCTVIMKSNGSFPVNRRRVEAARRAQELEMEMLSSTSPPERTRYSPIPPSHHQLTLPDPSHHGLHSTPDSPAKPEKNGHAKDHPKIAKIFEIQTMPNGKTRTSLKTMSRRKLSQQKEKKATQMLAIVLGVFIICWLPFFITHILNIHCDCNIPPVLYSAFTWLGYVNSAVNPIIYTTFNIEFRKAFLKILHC
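Compounds are added to dye-loaded, induced HEK293 T-REx cells coupled to calcium release via D2; after a 3 min kinetic read an EC80 dopamine stimulus is given and fluorescence is recorded for 3 more min.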
RXFP1 antagonist = RXFP1 (human) relaxin receptor antagonism | 350,000 tested, 0.59% active | Q9HBX9 | HEK293-RXFP1, relaxin-stimulated cAMP HTRF, 30 min; hits give low values | activity change, negative = inhibition, % at 57.5 µM;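 active = activity change of -60% or lower, but not beyond a set lower limit; inconclusive = change between -60% and -40%, or beyond the set limit; inactive = change above -40%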; also: % is scaled to controls: 0 for no effect and ±100 for the full control effect
D2 ag = activates the human D2 dopamine receptor; HEK293 T-REx D2 cells, calcium flux agonist mode; activation, % at 2 µM; 340,000 tested, 0.53% active; P14416;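 active = activation over 3 SD above normal in the single-dose calcium agonist read, cut at about 30% in these data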; also: 0% is about no effect
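Tetracycline-induced HEK293 T-REx cells with force-coupled D2 receptor, plated overnight at 30 C, loaded with no-wash calcium dye. After a 10 s baseline, compound was pin-added and calcium flux read kinetically for 180 s; calcium rises flagged agonists.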
D2 PAM = D2 dopamine receptor (human) potentiation | HEK293 T-REx D2, calcium flux, EC20 dopamine potentiation | potentiation, % at 10 µM | 340,000 tested, 0.34% active | AID 485347;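 active = potentiation over 3 SD above the plate norm, cut at about 30% in these data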; also: 0% is about no effect
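Potentiation of an EC20 dopamine calcium response measured kinetically over 180 s, after a preceding 180 s compound-only read flagging agonists. Cells: inducible Hek293 Trex D2 line, 4000/well, cultured overnight at 30 C before dye loading.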
D1 PAM = human D1 dopamine receptor positive modulation; 360,000 tested, 0.036% active; AID 504651; P21728; HEK293 TREx D1 cells, calcium flux, dopamine EC20 potentiation; potentiation, % at 10 µM; in the data active = potentiation above about 30%; also: 0% is about no effect
Starred values were filed as active, the others as inactive; ? = inconclusive; . = no result given; & = joins results of further samples. These rows are one share of the data (hit frequency here may not be typical).

SMILES	D1 agonist	TRHR PAM	D1 antagonist	RXFP1 agonist	D2 antag	RXFP1 antagonist	D2 ag	D2 PAM	D1 PAM
COc1cc(NS(=O)(=O)c2ccc(NC(=S)NC(=O)/C=C/c3ccc(OC)c(OC)c3)cc2)ncn1	2	10	1	9.3%	7	-3	-4.7	-6	-4
COc1cccc(NC(=O)COc2coc(CN3CCc4ccccc4C3)cc2=O)c1	1	1	-2	2.3%	-5	-11	1.6	16	-6
O=C(CC1C(=O)NCCN1Cc1ccc(F)cc1)NCCN1CCCc2ccccc21 (stereo not given)	1	8	23	-2.3%	19	0	-1.0	12	16
CCC1=C(OC(=O)N(CC)CC)N2C(=O)OC(=NCCc3c[nH]c4ccccc34)[C@]2(Cc2ccccc2)[C@H]2C1=CC[C@H]1C(=O)N(C)C(=O)[C@H]12	1	-11	7	0.0%	9	.	-0.3	0	4
COc1ccc(CNc2nc(C)cc(C)c2C#N)cc1	4	9	-8	1.5%	-1	-19	-1.5	3	-6
CCC(C)n1c(SC(C)C#N)nc2ccccc2c1=O (stereo not given)	3	9	6	0.9%	-1	-18	0.5	16	-2
CCOc1ccc(-c2nc(N)nc(C)c2-c2ccc(Cl)cc2)c(O)c1	4	14	5	3.1%	10	9	0.4	4	-8
CCOc1cc(C2CC(=O)NC3=C2C(=O)C(C(=O)OC)C(C)C3)cc(Cl)c1O (stereo not given)	-1	11	-1	-3.2%	-7	1	0.1	10	-8
CC(C)NC(=O)Cn1nc(N2CCN(c3ccccc3)CC2)ccc1=O	1	3	0	0.4%	.	8	0.3	.	-4
Cn1cnnc1SCC(=O)Nc1ccc2ccccc2c1	3	1	19	0.1%	0	8	-0.7	-13	5
CCCCCCCN1C(Nc2ccccc2)=NC[C@@H]1Cc1ccccc1	22	0	-3	-0.5%	-25	.	0.1	-2	-7
Cc1ccc(C#CC[N+]2(C)CCCCC2)cc1	1	1	-1	0.5%	-14	-12	0.0	1	-4
Cc1cccc(OCC(=O)NC(=S)Nc2ccccc2N2CCOCC2)c1C	2	-2	12	2.9%	15	-12	-0.4	7	1
CC(Cl)C(=O)NC(=O)NC12CC3CC(CC(C3)C1)C2 (stereo not given)	5	-4	-1	-2.4%	18	-34	0.8	5	0
CCCC1Cc2nc(Cl)c(C#N)cc2CO1 (stereo not given)	0	2	-2	2.1%	-8	-8	0.1	9	2
Cc1sc2ncnc(N3CCC(C(=O)NNC(=O)COc4cccc(C(F)(F)F)c4)CC3)c2c1C	1	-6	5	1.7%	5	-31	-0.2	0	4
Cc1ccc(/C=C/c2nnc(-c3ccccc3)o2)cc1	6	-3	4	-0.3%	-18	-3	0.3	-4	-2
O=C(Oc1ccc2ccc(=O)oc2c1)c1ccc([N+](=O)[O-])cc1	9	-1	-21	-0.2%	16	1	0.2	16	11
C[C@H](NC(=O)c1nc[nH]c1C(=O)NCc1ccc(CNC(=O)OC(C)(C)C)cc1)c1ccccc1	3	-10	4	0.7%	-11	.	0.3	9	2
COC(=O)c1scc(C)c1NC(=O)c1cccc(C#N)c1	1	3	-8	0.5%	13	1	1.9	12	-2
Cc1ccc(C)c(NC(=O)CNC(=O)N2CC(=O)Nc3ccccc32)c1	5	1	1	-0.8%	.	-19	.	.	3
O=C1COc2ccc(C(=O)COC(=O)C3CCN(S(=O)(=O)c4cccs4)CC3)cc2N1	3	-6	-14	18%	-14	-3	0.7	-5	-5
CC(C)C1N(C(=O)N(C)C)CCN1S(=O)(=O)c1ccccc1 (stereo not given)	1	5	13	0.1%	13	-7	-0.3	1	-3
O=C(/C=C/c1ccccc1)c1c[nH]c2ccccc12	0	1	1	0.2%	0	29	-0.4	-26	-4
COc1ccc(OC)c(/C=C2\Oc3cc(OCC(=O)N4CCC[C@H]4C(=O)O)ccc3C2=O)c1	6	-2	-13	26%	6	.	3.2	7	2

Given with bars between the fields: entries from further up.
molecule | D1 agonist | TRHR PAM | D1 antagonist | RXFP1 agonist | D2 antag | RXFP1 antagonist | D2 ag | D2 PAM | D1 PAM
COc1ccc(OC)c(/C=C2\Oc3cc(OCC(=O)N4CCC[C@H]4C(=O)O)ccc3C2=O)c1 | 6 | -2 | -13 | 26% | 6 | . | 3.2 | 7 | 2
O=C(CC1C(=O)NCCN1Cc1ccc(F)cc1)NCCN1CCCc2ccccc21 (stereo not given) | 1 | 8 | 23 | -2.3% | 19 | 0 | -1.0 | 12 | 16
CC(C)C1N(C(=O)N(C)C)CCN1S(=O)(=O)c1ccccc1 (stereo not given) | 1 | 5 | 13 | 0.1% | 13 | -7 | -0.3 | 1 | -3
COC(=O)c1scc(C)c1NC(=O)c1cccc(C#N)c1 | 1 | 3 | -8 | 0.5% | 13 | 1 | 1.9 | 12 | -2
C[C@H](NC(=O)c1nc[nH]c1C(=O)NCc1ccc(CNC(=O)OC(C)(C)C)cc1)c1ccccc1 | 3 | -10 | 4 | 0.7% | -11 | . | 0.3 | 9 | 2

A different layout for part of the listing above.
Below each compound: D1 agonist	TRHR PAM	D1 antagonist	RXFP1 agonist	D2 antag	RXFP1 antagonist	D2 ag	D2 PAM	D1 PAM
> CCOc1ccc(-c2nc(N)nc(C)c2-c2ccc(Cl)cc2)c(O)c1
 : 4	14	5	3.1%	10	9	0.4	4	-8
> CCOc1cc(C2CC(=O)NC3=C2C(=O)C(C(=O)OC)C(C)C3)cc(Cl)c1O (stereo not given)
 : -1	11	-1	-3.2%	-7	1	0.1	10	-8

Next structures follow:
SMILES	D1 agonist	TRHR PAM	D1 antagonist	RXFP1 agonist	D2 antag	RXFP1 antagonist	D2 ag	D2 PAM	D1 PAM
COc1ccc(Oc2nc3c(c(=O)n(C)c(=O)n3C)n2C)cc1	1	-6	-7	7.3%	-14	-4	1.7	-1	-1
CC(=O)c1ccccc1NC(=O)C1CCCN(C(=O)c2ccc(Cl)cc2)C1 (stereo not given)	-1	1	.	2.0%	.	-9	.	18	3
CCN(C(=O)CSc1ncnc2sc(C)c(C)c12)C1CCS(=O)(=O)C1 (stereo not given)	12	2	3	21%	-13	1	2.3	16	10
COc1ccccc1N1C(=O)CC(Sc2nccc(C)n2)C1=O (stereo not given)	5	0	-9	0.5%	-4	0	0.1	0	-1
COC(=O)/C(C#N)=C/c1ccc(OC(=O)c2ccccn2)cc1	3	-14	3	-0.6%	-3	-6	0.2	-8	-4
O=C(O)CC(C(=O)Nc1ccc(Cl)c(Cl)c1)C1CCCO1 (stereo not given)	4	5	2	0.3%	-3	-1	0.5	-5	6
OCC1CCCCN1C(=S)Nc1cccc(Cl)c1 (stereo not given)	2	4	-11	2.4%	2	7	0.5	-5	-6
CCOC(=O)c1sc(=NC(=O)c2ccc(Br)cc2)n(C)c1C	0	3	-12	18µM*	-9	21	0.3	-6	2
Cc1ccc(CCNC(=O)C2CCN(S(=O)(=O)N3CCOCC3)CC2)cc1	0	5	-13	-2.7%	-1	-13	0.7	2	1
C=CCOC(=O)C1=C(C)NC(C)=C(C(=O)OCC=C)C1c1cn(-c2ccccc2)nc1-c1ccco1	1	0	4	2.5%	1	3	0.6	5	-2
O=C(OCC(=O)c1c[nH]c2ccccc12)c1ccc(Br)o1	0	-1	-4	1.7%	-1	15	1.7	5	-3
O=C(CSc1nc(N2CCOCC2)nc(N2CCOCC2)n1)Nc1cccc(C(F)(F)F)c1	6	-1	-7	2.0%	.	-15	0.0	0	-2
Fc1ccc(-c2nnc(-c3ccc(Cl)cc3)o2)cc1	0	-3	12	2.0%	-16	16	-1.2	-3	-7
O=C(Cc1cccs1)NCc1ccccc1F	1	-5	-5	0.1%	3	12	0.3	-4	-3
Cc1cc(=O)oc2cc(OCC(=O)Nc3ccc(S(=O)(=O)N(C)C)cc3)ccc12	1	-8	7	20%	9	0	0.1	-2	1
CN(c1ccccc1)S(=O)(=O)c1nnc(NC(=O)COc2ccccc2)s1	1&-1	5&13	1&-10	0.2%&0.1%	-6	-17&-12	0.9&0.2	20&9	-1&0
CCCCn1nc2cc(C(=O)NCc3ccc(OC)cc3)ccc2c1OCC	1	-3	-6	3.5%	-9	.	-1.2	-6	-1
O=C(Nc1cccnc1Cl)c1cccnc1Cl	0	7	2	-1.7%	-4	-4	0.6	-18	0
CC(=O)c1ccc(NC(=O)Nc2cccnc2)cc1	1	8	11	0.4%	5	-2	1.0	-1	7
Cn1nc([N+](=O)[O-])nc1N1CCN(c2ccc(F)cc2)CC1	0	-5	.	3.8%	.	-5	.	.	-1
Cc1cccc(OCCSc2nc3ccc(NC(=O)COc4ccccc4)cc3s2)c1	-3	-2	8	0.5%	.	.	-1.7	10	1
CCOc1ccc(NC(=O)C2CCCN(S(=O)(=O)c3ccc4[nH]c(=O)ccc4c3)C2)cc1 (stereo not given)	2&1	2&5	13&9	?	-8	-11&7	-0.4&0.8	-6&3	-8&2
COc1ccc(C2(c3ccc(OC)cc3)NC(=O)N(CC(=O)N3CCOCC3)C2=O)cc1	5	2	-15	1.0%	6	0	-1.4	-4	-2
COCCn1c(=S)[nH]c2cc(C(=O)N(CCO)Cc3ccccc3)ccc2c1=O	3	-1	14	2.8%	-10	-19	0.6	-4	-1
COc1ccc2c(c1)c(C(O)CN1CCN(Cc3ccc4c(c3)OCO4)CC1)c(C)n2C (stereo not given)	-1	9	2	-1.3%	5	-1	1.1	3	-6
CC(=O)c1sc(NC(=O)C2CC(=O)N(Cc3ccccc3)C2)nc1-c1ccccc1 (stereo not given)	1	15	1	0.3%	-5	-14	-1.9	-2	7
Cc1cccc(NC(=O)CSC2=Nc3ccccc3C3=NC(CCC(=O)NCc4ccco4)C(=O)N23)c1 (stereo not given)	2	4	-1	4.5%	.	-7	0.1	8	0
COc1ccc(S(=O)(=O)N2CCC(C(=O)NCCc3ccccc3)CC2)cc1	0	2	-14	1.1%	-7	0	0.5	-6	-5
Clc1cccc(Cl)c1Cn1ccc(C2CC2)n1	5	-2	-1	0.5%	-1	-24	-0.9	17	-3
Cc1nc(C)c(NC(=O)N2CCc3ccccc32)cc1NC(=O)N1CCc2ccccc21	2	2	10	0.3%	6	-5	0.4	3	-6

Complete entries from above.
Cc1ccc(C)c(NC(=O)CNC(=O)N2CC(=O)Nc3ccccc32)c1 across the screens: D1 agonist: 5; TRHR PAM: 1; D1 antagonist: 1; RXFP1 agonist: -0.8%; D2 antag: .; RXFP1 antagonist: -19; D2 ag: .; D2 PAM: .; D1 PAM: 3
CCN(C(=O)CSc1ncnc2sc(C)c(C)c12)C1CCS(=O)(=O)C1 (stereo not given) across the screens: D1 agonist: 12; TRHR PAM: 2; D1 antagonist: 3; RXFP1 agonist: 21%; D2 antag: -13; RXFP1 antagonist: 1; D2 ag: 2.3; D2 PAM: 16; D1 PAM: 10
